# Bioassay records from PubChem.
# TAG inh: inhibitors of triacylglycerol accumulation, primary screen, cell-based, uHTS, fluorescence, H9c2. 230,000 tested, 0.66% active. AID 651582, 2012. inhibition, % at 12.5 µM. H9c2 cells, Nile Red lipid (TAG) fluorescence; cells loaded with 200 µM oleic acid;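 active = pattern-corrected inhibition of lipid staining of at least 50% with the nuclear-stain viability signal not falling by more than 50%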;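 also: 0% = DMSO wells and 100% = triacsin C control wells; some results filed as inactive read as strong as hits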
# TAG inh DAPI viability: also measured in TAG inh; calls as there; DAPI nuclei signal change (viability), lower = more cytotoxic, %;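 whole-well DAPI fluorescence read on a plate reader as a viability signal; minus 50 percent equals half of cells still viable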
# Starred values were filed as active, the others as inactive. A portion of the library; the hit share may differ from the screen's.
# Every second line gives: TAG inh, TAG inh DAPI viability
Cc1[nH]c(=O)[nH]c(=O)c1/C=N/NC(=O)CCCCCNC(=O)OC(C)(C)C
    -9, 1
O=C(COC(=O)c1cc(=O)[nH]c2ccccc12)c1ccc(Br)cc1
    -4, 3
COc1ccc(S(=O)(=O)c2ccccc2)cc1NS(=O)(=O)c1cccc(C(=O)O)c1
    -5, 4
CN1CCC(=O)N([C@H](CN=[N+]=[N-])c2ccccc2)CC1
    -8, 6
Cc1ccc(CC2CC(=O)N(Cc3ccco3)C2=O)cc1 (configuration not stated)
    8, -4
CCCCCC(=O)Nc1cccc(C2=NOC3(C2)C[C@H](C(N)=O)N(C(=O)[C@H]2CCC(=O)N2)C3)c1 (some centres not stated)
    0, -8
CC(C)(O)C#Cc1ccc([C@@H]2C[C@H]3CN(c4ccccc4)C(=O)[C@]34CCCN24)s1
    93, -86
CN(C(=O)c1ccc(NC(=O)Cc2ccccc2)cc1)c1ccccc1
    9, -9
Cc1cn2c(=O)c(C(=O)N3CCN(c4ccccc4)CC3)cnc2s1
    7, -3
Cn1c(SCC(=O)N2CCCC2=O)nc2ccccc21
    -4, 0
CCNc1ccc(C(=O)OCC(=O)NC(C)c2ccccc2)cc1[N+](=O)[O-] (configuration not stated)
    19, -1
CCOC(=O)/C=c1\s/c(=C\c2ccc(C#N)cc2)c(=O)n1CC(=O)NCc1ccco1
    17, -8
O=C(c1cnc(Cc2c[nH]c3ccccc23)c(I)c1)N1CCCCC1
    -3, -1
Cc1ccc(-c2cc3nc4c(c(=O)n3[nH]2)CCCC4)cc1
    5, -7
COc1cc(-c2nnc(SCC(=O)N3CCCC3)o2)cc(OC)c1OC
    6, -4
CC1(Cc2ccccc2C#N)C(=O)Nc2cc(-c3ccccc3Cl)ccc21 (configuration not stated)
    -3, 2
Cn1c(=O)c2c(nc(NC(Cc3ccccc3)C(=O)O)n2Cc2ccccc2)n(C)c1=O (configuration not stated)
    3, 11
Cc1ccc(S(=O)(=O)N2CC(O)C[C@H]2C(=O)OCC(=O)N2CCN(c3ccc(F)cc3)CC2)cc1C (some centres not stated)
    7, -2
Cc1ccc(NC(=O)C/C(N)=N/OC(=O)c2ccccc2)cc1
    12, -12
CCN(CCn1cccn1)C(=O)c1ccc(OC2CCN(C(=O)CCOC)CC2)cc1
    5, 5

# Entries from the list above with a halogen (four):
# Every second line gives: TAG inh, TAG inh DAPI viability
O=C(COC(=O)c1cc(=O)[nH]c2ccccc12)c1ccc(Br)cc1
    -4, 3
O=C(c1cnc(Cc2c[nH]c3ccccc23)c(I)c1)N1CCCCC1
    -3, -1
CC1(Cc2ccccc2C#N)C(=O)Nc2cc(-c3ccccc3Cl)ccc21 (configuration not stated)
    -3, 2
Cc1ccc(S(=O)(=O)N2CC(O)C[C@H]2C(=O)OCC(=O)N2CCN(c3ccc(F)cc3)CC2)cc1C (some centres not stated)
    7, -2

# (next part)
# Every second line gives: TAG inh, TAG inh DAPI viability
O=Cc1ccc(Sc2ncccn2)o1
    -6, -1
CCc1noc(C)c1C(=O)OCC(=O)NCc1ccccc1OC
    -1, 11
COc1ccccc1CC(=O)O/N=C(\N)c1cccc([N+](=O)[O-])c1
    29, -16
Cc1ccc(N2C(=O)CC(Sc3nc4ccccc4o3)C2=O)cc1Cl (configuration not stated)
    3, 0
CCC1CCCCN1CCCn1c(=S)[nH]c2ccccc2c1=O (configuration not stated)
    2, 8
COc1ccc(Cl)cc1C(=O)OCC(=O)NC1CCCC(C)C1C (configuration not stated)
    -2, -8
O=c1[nH]c(C2CCCCC2)nc2ccccc12
    4, -1
CC(=O)c1cc(-c2ccc(F)cc2)n(CCC(=O)NC(C)(C)C)c1C
    -8, 3
CCC1NC(=O)c2cc3ccccc3cc2-n2c1nc1cc(OC)c(OC)cc1c2=O (configuration not stated)
    1, 1
CC(=O)c1c(C)[nH]c(C(=O)OCC(=O)Nc2ccccc2Cl)c1C
    -12, 6
Cc1cc2ccccn2c1C(=O)c1cc([N+](=O)[O-])cc([N+](=O)[O-])c1
    -9, 4
CS(=O)(=O)c1ccc(Cl)c(NC(=O)COC(=O)CCc2c[nH]c3ccccc23)c1
    -9, 5
CC1(C)C(=O)OC(c2ccccc2)C(C)(C)C1=O (configuration not stated)
    -2, -2
CC(C)(C)c1cc(-c2n[nH]c(=S)n2-c2ccc(Cl)cc2)n[nH]1
    -2, -2
Cc1cc(NC(=O)CSc2nc3c(sc4ccccc43)c(=O)n2CCc2ccccc2)n[nH]1
    1, 14
COc1ccc(CC2(C)OC(c3ccncc3)=NN2C(C)=O)cc1 (configuration not stated)
    -17, 5
Cc1cc(NC(=O)CS(=O)(=O)c2cn(Cc3ccc(F)cc3)c3ccccc23)no1
    2, 7
Clc1ccc(-n2ncc3c(NCc4ccco4)ncnc32)cc1
    6, 6
COCc1cc(C)nc(SCc2nc3ccccc3c(=O)[nH]2)c1C#N
    -2, 33
COc1ccc(S(=O)(=O)N2CCOCC2)cc1NC(=O)CSc1nc(C)c(C)c(C)n1
    -7, 0
Cc1cc(O)c(C(C)C)cc1N=Cc1ccccc1O
    -11, 7
COc1ccc(C(=O)N/C(=C\c2cn(C)c3ccccc23)C(=O)OCCN(C)C)cc1
    4, 12
CCOC(=O)/C=C1\SCC(=O)N1CC(=O)Nc1cccc(F)c1
    5, 1
COC(=O)c1c(C)n(-c2ccc(OC)cc2)c2ccc(O)cc12
    -71, -3
Cc1cccc2cc(COC(=O)C(C)C)c(=O)[nH]c12
    0, 7
Cc1cc(C)n(/N=C/c2ccccc2O)c(=O)c1
    -1, -1
Clc1nc(NCc2cccnc2)nc(N2CCOCC2)n1
    -8, 4
CCOC(=O)c1cc(-c2ccccc2)nc2c1c(C)nn2-c1ccccn1
    20, 11
COc1cc(/C=N/Nc2nc(Nc3ccc(C)cc3)nc(-n3nc(C)cc3C)n2)cc(OC)c1OC
    7, 0
CC(=O)N1N=C(c2ccc(C)cc2)CC1c1ccc2c(c1)OCO2 (configuration not stated)
    -17, 5
COc1ccc2c(=O)cc(CO)oc2c1
    0, 6
CCOC(=O)c1c(NC(=O)c2ccccc2C(=O)O)sc2c1CCCC2
    -6, 4
Cc1cc(C)n2c(SCC(=O)NC3CCCC(C)C3C)nnc2n1 (configuration not stated)
    9, -3
O=C(COC(=O)C1CCCCC1C(=O)N1CCc2ccccc21)NCc1ccco1 (configuration not stated)
    8, 4
CCc1ccc(NC(=O)CSc2nnc(Cn3c(=O)sc4ccccc43)n2C)cc1
    -5, -8
CCOC(=O)C1(Cc2cccc(OC)c2)CCN(Cc2ccccc2OC)CC1
    -10, 4
C[C@H]1CN([C@@H](C)CO)C(=O)CCCn2cc(nn2)CO[C@@H]1CN(C)S(=O)(=O)c1ccc(-c2ccccc2)cc1
    -7, 3
O=C(Nc1ccc(OCc2ccccc2)cc1)Nc1nnc([C@H]2C[C@H](O)[C@@H](CO)O2)s1
    -1, 7
CCOc1ccc(C(=O)C(C)OC(=O)c2nc(Cl)ccc2Cl)cc1 (configuration not stated)
    -2, 7
COC(=O)c1c(C)[nH]c(C)c1C(=O)c1ccccc1Cc1ccccc1
    -14, 3
C#CCN(C(=O)CC1C(=O)NCCN1C/C=C/c1ccccc1)C1CCCCC1 (configuration not stated)
    3, 1
Cc1cc(C(=O)OC(C)C(=O)NC2CCCCC2C)c2ccccc2n1 (configuration not stated)
    9, 10
COc1cc(CCc2ccccc2)c(C(=O)O)c(O)c1C/C=C(/C)CCC=C(C)C
    -8, -2
CC(=O)OCC1CC(COC(C)=O)C(COC(C)=O)CC1COC(C)=O (configuration not stated)
    -13, 5
Cc1cc2c3c(ccc(C)c3n1)N=CN2c1ccccc1
    -1, 8
CCOC(=O)c1cc(-c2ccc(F)cc2)n(CC(=O)NCc2cccnc2)c1C
    -6, 4
CCOC(=O)C1(CCOC)CCN(C(=O)c2ccc(CSC)o2)CC1
    -5, 7
COc1ccccc1/C=C/C(=O)OCC(=O)Nc1nnc(-c2ccccc2)o1
    -8, 4
Cc1cccc(C(=O)NCC(=O)NCCSc2ccc(Br)cc2)c1
    -6, 1
O=c1c2ccccc2oc2cc(C#Cc3ccccn3)ccc12
    -5, 17

# The list continues.
# Every second line gives: TAG inh, TAG inh DAPI viability
Cc1ccc(C(=O)NCC(=O)OCC(=O)NC2CCS(=O)(=O)C2)cc1C (configuration not stated)
    3, -3
COc1ccc(C(=O)NOCc2ccccc2)cc1
    1, -5
Cc1ccccc1/C=N\NC(=O)c1csnn1
    5, 9
O=C1/C(=C\c2ccccn2)SC(=S)N1c1ccc(S(=O)(=O)Nc2nccs2)cc1
    -7, 17
O=C1C/C(=C\c2c(F)cccc2Cl)N2CCC1CC2
    -6, 9
COc1cc(/C(C)=N/NC(=O)CSc2nc3ccccc3[nH]2)ccc1O
    1, 0
COc1ccc(-n2nc3c(c2NC(=O)c2ccc(Br)cc2)CS(=O)C3)cc1 (configuration not stated)
    -13, -3
CCOc1ccc(NC(=O)CS(=O)(=O)c2cn(C)c3ccccc23)cc1
    5, -17
Cc1cccc(CNC(=O)C2CCCN(c3nn4c(=O)cc(C)nc4s3)C2)c1 (configuration not stated)
    -1, -7
O=C1CC(c2ccccc2)CC2=C1C1(CCCC1)N=C(Nc1nc3ccccc3o1)N2 (configuration not stated)
    29, -6

# A draw from above in order of molar mass, low to high.
# Every second line gives: TAG inh, TAG inh DAPI viability
O=C1C/C(=C\c2c(F)cccc2Cl)N2CCC1CC2
    -6, 9
COc1cc(/C(C)=N/NC(=O)CSc2nc3ccccc3[nH]2)ccc1O
    1, 0
Cc1cccc(CNC(=O)C2CCCN(c3nn4c(=O)cc(C)nc4s3)C2)c1 (configuration not stated)
    -1, -7
O=C1CC(c2ccccc2)CC2=C1C1(CCCC1)N=C(Nc1nc3ccccc3o1)N2 (configuration not stated)
    29, -6
O=C1/C(=C\c2ccccn2)SC(=S)N1c1ccc(S(=O)(=O)Nc2nccs2)cc1
    -7, 17

# The results go on.
# Every second line gives: TAG inh, TAG inh DAPI viability
COc1ccc(C(=O)Nc2ccc([N+](=O)[O-])cn2)c(OC)c1
    -1, 7
OC(CNCc1ccc2c(c1)OCO2)COc1ccccc1 (configuration not stated)
    -16, 4
COCCC(=O)N1CCCC(C(=O)c2ccccc2SC)C1 (configuration not stated)
    -8, 11
COc1ccc(C)cc1NC(=O)CNC(=O)Cn1ccc2ccccc2c1=O
    25, 0
CCc1noc(C)c1C(=O)N1CCCC(N2CCN(c3cccc(Cl)c3)CC2)C1 (configuration not stated)
    -14, 3
CCC(=O)Oc1ccc(C(=O)Nc2cccc(C(=O)c3ccccc3)c2)cc1
    -1, 1
CCOC(=O)C1CCN(C(=O)c2ccc(N(C)S(=O)(=O)c3ccc(OC)cc3)cc2)CC1
    -3, -9
O=C1CC(NS(=O)(=O)c2ccc([N+](=O)[O-])cc2)CN1c1ccc(Cl)cc1 (configuration not stated)
    14, -9
CC(C)C1Oc2ccccc2N(CC(=O)N(Cc2ccccn2)C2CC2)C1=O (configuration not stated)
    0, -2
Nc1nonc1C(=O)NCCc1ccccc1
    -10, 12
CN1CCN(C(=O)NC2CCCCC2)CC1
    -4, -1
O=C(Nc1ccc(F)cc1F)N1CCCN(c2ccc(C(F)(F)F)cn2)CC1
    -13, 5
O=[N+]([O-])c1ccc(-c2cnc(NO)nc2)cc1
    16, -6
CC(C)c1ccc(NC2CCCN(C(=O)c3cnc4ccccn4c3=O)C2)cc1 (configuration not stated)
    23, -2
